Bioassay records as filed in PubChem BioAssay.
PI4K2A block – blocks human PI4K2A kinase activity | AID 1346378 | actives 0.13% (n = 420,000) | activity change, negative = inhibition, % at 76.9 µM | purified PI4K2A, ADP-Glo luminescence, 1 h; active compounds read low; in the data active = activity change below about -50%; inconclusive = mostly about -30% to -49%;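 also: -100% = wells without enzyme as full effect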
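In this quantitative HTS, ADP production by PI4K2A was quantified luminescently after 1 h at ambient temperature; 100 microM adenosine served as plate-quality control.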
IDH1 R132H inh – blocks human mutant IDH1 R132H enzyme; O75874; Potency, µM (top dose mostly 76.6 µM), without a hit: top-dose activity change, negative = inhibition, hits mostly inhibitors; AID 602179; IDH1-R132H enzyme, NADPH consumption, diaphorase/resazurin fluorescence; actives 0.093% (n = 390,000); also: potency is read from the fitted curve at half-maximal effect; % is scaled to controls: 0 for no effect and ±100 for the full control effect; nearly all actives have a fitted effect of over 65% in size
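IDH1-R132H (0.5 ug/mL) preincubated 30 min with compound, then NADPH (0.016 mM) and alpha-KG (2 mM) added; 80 min at RT, pH 7.5. Remaining NADPH coupled via diaphorase/resazurin to fluorescence (540/590 nm); concentration-response curves normalized to no-enzyme control.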
TRHR ag – activates the human TRH receptor | actives 0.18% (n = 360,000) | activation, % at 2 µM | P34981 | TRHR cells, calcium flux fluo-8, FDSS agonist mode; in the data active = activation above about 30%; also: 0% is about no effect
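In this calcium-flux screen, cells bearing human TRHR are dye-loaded with fluo-8, baselined for 10 cycles, then exposed to library compounds; positive kinetic calcium responses during the agonist phase mark hits, with TRH as control.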
TRHR PAM – TRH receptor (human) allosteric enhancement. TRHR cells, fluo-8 calcium fluorescence, EC20 TRH enhancement. enhancement, % at 2 µM. actives 0.66% (n = 360,000); in the data active = enhancement above about 30%; also: 0% is about no effect
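TRHR-expressing cells loaded with fluo-8 calcium dye were read kinetically (ex 480/em 530) during compound addition, then stimulated with an EC20 of TRH (10 nM final). Enhancement of the Gq-mediated intracellular calcium response was scored.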
TrxR1 inh – inhibitors of rat thioredoxin reductase 1 | recombinant rTrxR1, NADPH fluorescence consumption, selenite substrate | Potency, µM (top dose mostly 114 µM), without a hit: at the top dose activity change, negative = inhibition, most hits filed as inhibitors | actives 1% (n = 390,000); also: potency is read from the fitted curve at half-maximal effect; % is scaled to controls: 0 for no effect and ±100 for the full control effect; nearly all actives have a fitted effect of over 65% in size
Target sequence (O89049 whole entry, looked up): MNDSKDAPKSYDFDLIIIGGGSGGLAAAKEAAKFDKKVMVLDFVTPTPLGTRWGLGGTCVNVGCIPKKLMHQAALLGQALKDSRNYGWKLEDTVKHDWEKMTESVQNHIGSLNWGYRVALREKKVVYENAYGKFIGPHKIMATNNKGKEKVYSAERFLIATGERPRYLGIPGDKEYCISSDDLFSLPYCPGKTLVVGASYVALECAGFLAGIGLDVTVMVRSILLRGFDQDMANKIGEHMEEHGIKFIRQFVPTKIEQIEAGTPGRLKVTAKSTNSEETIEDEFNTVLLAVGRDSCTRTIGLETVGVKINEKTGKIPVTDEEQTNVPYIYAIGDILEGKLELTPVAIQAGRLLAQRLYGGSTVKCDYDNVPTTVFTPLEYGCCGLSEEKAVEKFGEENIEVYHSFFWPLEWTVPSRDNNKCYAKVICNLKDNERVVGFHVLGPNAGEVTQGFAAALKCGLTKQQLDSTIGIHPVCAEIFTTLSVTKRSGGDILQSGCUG
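Rat TrxR1 (90 nM in the dispensed reagent) was pre-reduced with 400 uM NADPH for 5 min at room temperature, then incubated with compound for 15 min. After 400 uM selenite was added, NADPH fluorescence (Ex 340/Em 450 nm) was followed for 8 min.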
D2 antagonist – D2 dopamine receptor (human) antagonism; P14416; HEK293 TREx D2 cells, calcium flux, dopamine EC80; inhibition, % at 10 µM; actives 2% (n = 340,000); AID 485344; in the data active = inhibition above about 30%; also: 0% is about no effect
Target sequence (P14416 whole entry, looked up): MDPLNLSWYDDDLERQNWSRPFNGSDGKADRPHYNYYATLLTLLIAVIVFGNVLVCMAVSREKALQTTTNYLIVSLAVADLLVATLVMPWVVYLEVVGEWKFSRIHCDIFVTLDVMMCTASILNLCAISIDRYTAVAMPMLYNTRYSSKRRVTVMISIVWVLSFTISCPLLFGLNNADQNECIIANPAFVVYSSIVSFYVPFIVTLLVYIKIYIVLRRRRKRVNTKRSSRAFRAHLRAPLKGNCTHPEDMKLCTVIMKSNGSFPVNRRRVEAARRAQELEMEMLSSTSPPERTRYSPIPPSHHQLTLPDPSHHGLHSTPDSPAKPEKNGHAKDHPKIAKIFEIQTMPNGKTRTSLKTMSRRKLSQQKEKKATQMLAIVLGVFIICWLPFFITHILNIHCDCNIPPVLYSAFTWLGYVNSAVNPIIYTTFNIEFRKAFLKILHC
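Dopamine at EC80 is the agonist stimulus; test compounds precede it by 180 s. Calcium flux read kinetically in a force-coupled, inducible HEK293 T-REx D2 cell line.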
USP1 inh – inhibitors of human USP1/UAF1 deubiquitinase; O94782; recombinant USP1/UAF1, Ub-Rhodamine cleavage fluorescence; Potency, µM (doses to about 57.1 µM), without a hit: top-dose activity change, negative = inhibition, most hits filed as inhibitors; actives 0.23% (n = 390,000); AID 743255; also: potency is read from the fitted curve at half-maximal effect; % is scaled to controls: 0 for no effect and ±100 for the full control effect; nearly all actives have a fitted effect of over 60% in size; inactives centre near -12
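Step one: compound is pinned into 1nM USP1/UAF1 in HEPES pH 7.8 buffer with TCEP. Step two: 15 min room-temperature incubation. Step three: Ub-Rho (150nM final) starts cleavage, tracked by fluorescence over six one-minute reads.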
TrxR1 substrate – is turned over as a substrate by rat TrxR1. actives 0.01% (n = 390,000). AID 588456. Potency, µM (doses to about 114 µM), for inactives: at the highest dose activity change, negative = substrate turnover. purified TrxR1 substrate turnover, NADPH consumption readout; also: potency is read from the fitted curve at half-maximal effect; % is scaled to controls: 0 for no effect and ±100 for the full control effect; nearly all actives have a fitted effect of over 50% in size
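Rat TrxR1, dispensed at 90 nM, was prereduced with 400 uM NADPH (final) for 5 min at ~22 deg C, then incubated with compound 15 min before 400 uM selenite. A first-read NADPH fluorescence drop versus no-compound background flagged substrates.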
D2 ag – D2 dopamine receptor (human) agonism; HEK293 T-REx D2 cells, calcium flux agonist mode; activation, % at 2 µM; actives 0.53% (n = 340,000); AID 485358;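 active = activation over 3 SD above normal in the single-dose calcium agonist read, cut at about 30% in these data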; also: 0% is about no effect
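Tetracycline-induced HEK293 Trex cells with D2 receptor force-coupled to calcium signaling, plated overnight at 30 C and loaded with no-wash calcium dye. Calcium flux read kinetically for 180 s after compound addition; responses flag agonists.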
Numbers without * were called inactive; ? = inconclusive; · = no result given; & = joins results of further samples; [ ] = dose if it differs, or a comment. Unless noted, calls follow the shape of the dose curve; as a rule, active = well fitted inhibition curve with a large enough effect; inconclusive = small, poorly fitted or top-dose-only effect; inactive = no such curve, though single readings can be large or run the other way.

SMILES	PI4K2A block	IDH1 R132H inh	TRHR ag	TRHR PAM	TrxR1 inh	D2 antagonist	USP1 inh	TrxR1 substrate	D2 ag
CCOc1cc(C2NC(=O)CCC2[N+](=O)[O-])cc(Br)c1OC (configuration not stated)	-1	-4%	-0.3	2	-2%	4	-5%	0%	-0.7
O=C(Nc1ccc2c(c1)OCO2)C1CC(=O)N(c2ccc(F)cc2)C1 (configuration not stated)	2	0%	-0.6	17	-2%[57.1 µM]	11	-5%	-3%[57.1 µM]	-0.4
COC(=O)c1ccc(CN2CCCC(CO)(Cc3ccccc3F)C2)cc1 (configuration not stated)	-9	8%	-0.2	3	20%	84*	-24%	5%	-2.2
CCc1nn(CC(=O)NCCc2ccc(OC)c(OC)c2)c(=O)c2cc3occc3n12	-3	15%	-0.8	11	-16%	·	-6%	-7%	-1.3
CCOC(=O)c1cc(-c2ccccc2)n(CCC(=O)N2CCN(c3ccccc3OC)CC2)c1C	0	1%	-0.2	-8	4%	5	-14%	3%	0.1
COc1cc(OC)cc(C(C)=O)c1	9	-4%	0.6	-4	27%[57.1 µM]	12	-13%	4%[57.1 µM]	0.3
Cc1ccc(C(=O)N/C(=C\c2ccccc2F)c2nc(=S)[nH][nH]2)cc1	-2	-19%	0.0	-2	-1%[57.1 µM]	·	-11%	1%[57.1 µM]	·
O=S(=O)(c1ccc(S(=O)(=O)N2CCCC3(CCCCC3)C2)cc1)N1CCCCC1	0	-4%	-0.3	1	18%	-1	-10%	-1%	0.0
O=C(/C=C/c1cccc(Br)c1)N1CCN(c2ccccn2)CC1	11	1%	0.2	-3	10%[57.1 µM]	-8	-16%	8%[57.1 µM]	0.6
O=C(Cc1ccccc1)NCc1n[nH]c(=S)n1-c1ccccc1	4	0%	1.6	0	-7%[57.1 µM]	-2	-16%	5%[57.1 µM]	0.3
Cc1ccc(NC(=O)COC(=O)C2CCC2)cc1S(=O)(=O)N1CCCCC1	5	-1%	0.1	-3	-6%	-7	-15%	-9%	0.6
CCC1C(C#N)=C(SCC(N)=O)NC2=C1C(=O)CC(C)(C)C2 (configuration not stated)	-1	2%	0.0	3	4%[57.1 µM]	-2	-15%	-4%[57.1 µM]	0.3
COc1ccc(C2CC(=O)Nc3cc(C)c(C)cc32)c(OC)c1OC (configuration not stated)	-2	4%	0.2	21	0%[57.1 µM]	·	-24%	1%[57.1 µM]	·
CCOc1ccc(N(CC(=O)NCCc2ccccc2)C(=O)c2csnn2)cc1	-9	-3%	-1.1	-1	4%	-10	-11%	-2%	-2.7
CCCC[n+]1ccn(C2=C([O-])c3ccccc3C(=O)/C2=N\S(=O)(=O)c2ccccc2)c1	-6	12%	0.2	-7	0%	-3	?	-11%	0.0
O=C(O)c1cccc(-n2c(-c3cnccn3)n[nH]c2=S)c1	0	-9%	-1.1	2	-9%[57.1 µM]	30*	?	7%[57.1 µM]	1.9
CS(=O)(=O)N1CCN=C1SCc1cccc(F)c1	1	-2%	0.2	1	20%	26	-18%	6%	-0.8
COCCCNC(=O)/C(C#N)=C1\N=C(NC(=O)c2cccs2)c2ccccc21	0	0%	1.3	-1	2%[57.1 µM]	-1	-6%	6%[57.1 µM]	-0.4
CCC(=O)Nc1c2c(nn1-c1ccccc1C)CSC2	-1	3%	0.2	-1	16%	-18	-6%	10%	1.2
O=C(Nc1ccc(Cl)cc1)c1cc(S(=O)(=O)NC2CCCCCC2)ccc1F	7	4%	0.0	4	-2%[57.1 µM]	·	?	-9%[57.1 µM]	0.7
O=C(/C=C/c1ccc([N+](=O)[O-])cc1)OCC(=O)c1ccc[nH]1	-17	10%	·	·	-14%	·	-19%	-4%	·
CC1CN(CCCCOc2ccc(F)cc2)CC(C)O1 (configuration not stated)	1	9%	0.1	7	18%[57.1 µM]	0	2%	0%[57.1 µM]	-0.6
Cc1ccc(-c2nc(C3CCCN(S(=O)(=O)c4ccc(C)cc4)C3)no2)cc1 (configuration not stated)	-6	-2%	1.5	3	34%	0	-13%	4%	0.7
COC(=O)CSc1nc2nc(C)cc(C)n2n1	3	-16%	0.0	4	5%[57.1 µM]	6	4%	5%[57.1 µM]	0.1
CCCCOc1ccccc1C(=O)NCC(=O)O	1	4%	0.2	5	8%	17	0%	11%[57.1 µM]	-0.3

The list goes on:
SMILES	PI4K2A block	IDH1 R132H inh	TRHR ag	TRHR PAM	TrxR1 inh	D2 antagonist	USP1 inh	TrxR1 substrate	D2 ag
COc1ccc(NC(=O)CO/N=C(\C)c2cccs2)cc1	4	0%	-1.6	7	33%	-3	-22%	7%	-0.6
COc1ccccc1N1CCN(Cc2cc3c(cc2[N+](=O)[O-])OCO3)CC1	-4	2%	-0.5	6	16%	52*	0%	-4%	-0.5
COc1ccc(C(=O)Nc2ccc(-n3nncc3C(C)(C)C)cc2)cc1	-2	-5%	-0.9	-1	14%[57.1 µM]	4	-11%	2%	0.2
COc1ccccc1CNS(=O)(=O)c1cccc(S(=O)(=O)N2CCOCC2)c1	11	1%	-0.3	-8	-4%	-23	-8%	-4%	0.2
NNC(=O)c1nc(Cl)c(Cl)c(N)c1Cl	1	-4%	0.1	2	12%	7	-19%	-1%	0.6
CSc1ccccc1OCc1cc(C(=O)N(C)Cc2cc(C)[nH]n2)no1	-1	-15%	-0.5	1	9%	-31	-9%	0%	0.6
NCCCCCC(=O)O	-4&-5&2	5%	-0.2	1	11%[57.1 µM]	13	-23%	-1%[57.1 µM]	0.2
COC(=O)/C=C1/N/C(=N\c2nc(C)cc(C)n2)N(c2ccccc2)C1=O	-2	-3%	-0.1	-2	-4%[57.1 µM]	2	-19%	16%[57.1 µM]	0.9
COCCCNC(=O)Cn1nnc(-c2ccc(NC(=O)c3cccnc3)cc2)n1	·	·	0.1	2	·	-6	·	·	2.3
CCCN=C(Nc1ccc(Cl)cc1)c1cccnc1	4	3%	0.1	-9	17%	8	-16%	2%	0.4
CCC(CC)NC(=O)CSc1nnc(-c2c[nH]c3ccccc23)o1	4	8%	0.1	0	4%	9	-18%	-5%	0.8
Cn1c(=O)oc2cc(S(=O)(=O)N3CCC(C(=O)N4CCN(c5cccc(Cl)c5)CC4)CC3)ccc21	5	26%	-1.6	0	12%	·	-1%	-5%	-1.0
Cc1ccc(N2CC(=O)N(c3ccc(C)cc3)CC2=O)cc1	9	5%	0.5	-6	26%[57.1 µM]	9	-2%	13%[57.1 µM]	0.7
O=C(Nc1ccccc1N1CCN(C(=O)c2ccc(Cl)cc2)CC1)c1ccc(Br)cc1	-12	4%	0.8	-7	46%[57.1 µM]	7	-15%	14%[57.1 µM]	0.8
O=C(c1cc(-c2ccco2)nn1-c1cccc(Cl)c1)N1CCCCC1	-16	7%	-0.6	1	14µM*	·	-22%	11%	·
CC(CCc1ccccc1)NC(=O)CCNC(=O)c1ccccc1Cl (configuration not stated)	-1	-3%	·	·	17%	·	-9%	2%	·
O=C(NNC(=O)c1ccccc1[N+](=O)[O-])c1ccco1	-3	5%	1.4	3	38%	·	-7%	13%	·
COCCCNCCCOc1ccc(C)cc1Br	0	4%	0.3	-9	-21%	38*	-13%	-8%	0.6
CC1CCC2(CC1)NC(=O)N(CC(=O)N1c3ccccc3CC1C)C2=O (configuration not stated)	-2	-2%	·	·	-21%	·	-3%	-21%	·
Cc1cc(N=CC2=C(O)CCCC2=O)no1	-2	-7%	0.9	3	-14%	-13	-2%	-1%	-0.5
O=C(COC(=O)c1cc(S(=O)(=O)N2CCOCC2)c(Cl)cc1Cl)NC1CC1	-10	6%	0.0	0	-55%	21	-11%	-16%	-0.2
COC(=O)c1c(NC(=O)CC2SC(N)=NC2=O)sc2c1CCC(C)C2 (configuration not stated)	3	?	-0.4	1	10%[57.1 µM]	-1	-11%	7%[57.1 µM]	0.7
CC(C)(C)C1CCC(OCC(O)CN2CCCC2)CC1 (configuration not stated)	3	-9%	-0.2	8	16%	-8	-14%	2%	-0.5
CCOC(=O)C1CCCN(c2c(Nc3cccc(C)c3)c(=O)c2=O)C1 (configuration not stated)	3	-1%	-0.4	14	9%	4	-9%	-7%	-0.6
Cc1ccc(NS(=O)(=O)c2cccs2)nc1	0	0%	0.7	3	-24%	-4	-5%	16%	0.4

The last 3 entries of the part before lead into the next.
SMILES	PI4K2A block	IDH1 R132H inh	TRHR ag	TRHR PAM	TrxR1 inh	D2 antagonist	USP1 inh	TrxR1 substrate	D2 ag
CC(C)(C)C1CCC(OCC(O)CN2CCCC2)CC1 (configuration not stated)	3	-9%	-0.2	8	16%	-8	-14%	2%	-0.5
CCOC(=O)C1CCCN(c2c(Nc3cccc(C)c3)c(=O)c2=O)C1 (configuration not stated)	3	-1%	-0.4	14	9%	4	-9%	-7%	-0.6
Cc1ccc(NS(=O)(=O)c2cccs2)nc1	0	0%	0.7	3	-24%	-4	-5%	16%	0.4
COc1ccc(NS(=O)(=O)c2ccc3[nH]c4c(c3c2)CCCCCC4)cc1	2	8%	0.1	-3	23%[57.1 µM]	·	-9%	5%[57.1 µM]	·
C/C(=N/NC(=O)c1ccc2c(c1)OCO2)c1cccc([N+](=O)[O-])c1	2	-3%	-0.5	-3	15%	·	-16%	1%	·
CC1(C)Cc2nc3sc4c(=O)[nH]cnc4c3cc2CS1	5	6%	1.1	7	5%[57.1 µM]	-3	-8%	10%	0.3
O=C(NC1CCCC1)C1CC1c1ccccc1 (configuration not stated)	3	3%	-0.5	-3	-11%	-2	-6%	-8%	0.8
CCOC(=O)C1CCN(C(=O)C2CCN(c3nnc(C)c4c(C)n(-c5ccccc5)nc34)CC2)CC1	2	4%	-0.8	2	23%	·	-4%	11%	-0.1
CC1=C(C(N)=O)C(c2ccc3c(c2)OCO3)n2nc(-c3cccc(C)c3)nc2N1 (configuration not stated)	0	5%	-0.5	-4	-1%[57.1 µM]	-3	-20%	6%[57.1 µM]	-0.5
O=C(N/N=C\c1ccncc1)c1ccc(Cl)s1	-6	0%	-0.4	-1	-4%	6	-21%	-1%	1.1
